yeast rad50 – NCI yeast anticancer drug screen, S. cerevisiae rad50 strain | % growth inhibition at 50 µM | hit rate 10% among 79,000;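 note: 0% = growth of vehicle-only cultures of the same strain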
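A DNA repair-deficient yeast mutant serves as the test organism; compound-induced growth inhibition is calculated against vehicle-treated cells.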
cln2 rad14 – NCI yeast anticancer drug screen, S. cerevisiae cln2 rad14 strain; AID 165; growth inhibition, % at 50 µM; hit rate 8.3% among 78,000;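 note: 0% = growth of vehicle-only cultures of the same strain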
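Yeast carrying cln2 and rad14 alterations (cell cycle control and DNA damage repair) were exposed to compounds. Growth inhibition was measured against vehicle-treated controls.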
mlh1 rad18 – NCI yeast anticancer drug screen, S. cerevisiae mlh1 rad18 strain | hit rate 11% among 79,000 | growth inhibition, % at 50 µM;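 note: 0% = growth of vehicle-only cultures of the same strain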
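Inhibition values reflect reduced growth of mutant yeast versus vehicle-treated controls following compound exposure; the mutations affect DNA damage repair.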
yeast bub3 – NCI yeast anticancer drug screen, S. cerevisiae bub3 mutant strain; AID 167; growth inhibition, % at 50 µM; hit rate 9.9% among 78,000;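 note: 0% = growth of vehicle-only cultures of the same strain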
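Whole-cell yeast assay. The mutant strain was incubated with compounds, and growth inhibition was determined by comparison with vehicle-treated cells.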
yeast mec2-1 – NCI yeast anticancer drug screen, S. cerevisiae mec2-1 strain | growth inhibition, % at 50 µM | hit rate 9% among 79,000;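 note: 0% = growth of vehicle-only cultures of the same strain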
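Using mec2-1 yeast: add compound, measure growth, express inhibition versus vehicle-treated cultures.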
yeast sgs1 mgt1 – NCI yeast anticancer drug screen, S. cerevisiae sgs1 mgt1 strain | AID 161 | % growth inhibition at 50 µM | hit rate 10% among 78,000;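 note: 0% = growth of vehicle-only cultures of the same strain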
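This yeast growth screen uses a strain with defined DNA-repair lesions; compound-treated growth is compared with vehicle-treated growth.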
Numbers without * were called inactive; & = joins results of further samples. Cut-off read from the data, not from the text of the source: active = growth inhibition above about 70%; inactive = the rest. An unsorted share of the library; any-hit rate near 14%.

SMILES	yeast rad50	cln2 rad14	mlh1 rad18	yeast bub3	yeast mec2-1	yeast sgs1 mgt1
COc1ccc2c(c1)C(c1cccc3ccccc13)OC2=O (stereo not given)	10	2	20	4	6	18
COC1(CO)OC(CO)C(O)C(O)C1O (stereo not given)	-11	-6	8	-6	1	-5
CCOC(=O)c1c(C)[nH]c(C(c2ccccc2)c2[nH]c(C)c(C(=O)OCC)c2C)c1C	44	75*	49	46	43	66
CCC12OC(COc3ccccc3)CN1CCN2c1ccccc1 (stereo not given)	-12	3	-12	-15	-6	-11
O=C(O)c1cccc(-c2ccccc2)c1O	24	21	41	-6	4	27
Cc1cccc(N=C2NC(=O)C(CC(=O)Nc3ccccc3Cl)S2)c1 (stereo not given)	-17	7	-2	1	-36	13
O=[N+]([O-])c1cccc(-c2csc(N=Nc3c(O)[nH]c4ccccc34)n2)c1	-30	-13	13	14	-9	0
CC1=CC(=Nc2cc(C)cc(C)c2)CC(C)(C)C1	-4	-21	1	-17	-12	-15
NC(C(=O)O)c1ccc(CBr)cc1 (stereo not given)	10	4	-65	-2	-12	-10
CN(C)c1nc(N/N=C\C(O)C(O)C(O)C(O)CO)nc(N(C)C)n1 (stereo not given)	-2	1	9	32	2	-7
O=C1CSC2=NCC3(NN12)c1ccccc1-c1ccccc13	55	43	65	-3	7	33
CCCCC(NC(C)=O)C(=O)O (stereo not given)	12&8&6	-37&-18&-32	23&-1&-1	9&4&13	11&6&3	-6&-6&-16
O=C(CC1=Nc2nnc(CCCCCCCc3nnc4n3C(=O)C(CC(=O)c3ccc5ccccc5c3)=N4)n2C1=O)c1ccc2ccccc2c1	18	82*	27	2	10	18
COc1cc(C2=N/C(=C\c3ccccc3O)C(=O)O2)cc(OC)c1OC	-10	9	1	11	-27	4
CCn1c(=O)c(Cl)c2n(CC)c3ccccc3n2c1=O	7	11	9	15	-4	7
NNC(=O)CCC(=O)Nc1cc(Cl)c(Cl)cc1Cl	5	-9	-11	0	-1	22
C1=CC(c2ccccc2)C(c2ccccc2)C(c2ccccc2)=C1 (stereo not given)	-17	-13	-23	-5	2	9
C/C=C/Cc1ccccc1O	7	-6	-1	-9	-3	-5
CCCCC1SC2=NCCCN2C1(O)c1ccc(Cl)cc1 (stereo not given)	1	11	-8	8	-18	3
O=C(C[n+]1ccc2ccccc2c1)c1ccc(Br)cc1	-17	-1	29	-12	12	2
Cc1cccc(C(=O)OCC(Br)CBr)c1 (stereo not given)	2	-11	1	22	0	0
O=C(Nc1ccc(Cl)cc1Cl)c1c/c(=N\O)c2ccc(O)cc2o1	-8	12	-8	-11	-7	-11
COc1ncnc2c1cnn2C	8	-35	3	-4	4	13
COc1ccc2oc(-c3cc4cc(OC)ccc4o3)cc2c1	-11	-18	-1	-61	-6	-13
CC(=O)NC(CCCCNC(=O)N(C)N=O)C(=O)NCc1ccccc1 (stereo not given)	-41	-4	-13	-27	-18	-12

Complete entries, looked up by structure:
Record of `Cc1cccc(N=C2NC(=O)C(CC(=O)Nc3ccccc3Cl)S2)c1` (stereo not given) → yeast rad50: -17; cln2 rad14: 7; mlh1 rad18: -2; yeast bub3: 1; yeast mec2-1: -36; yeast sgs1 mgt1: 13
Record of `COc1cc(C2=N/C(=C\c3ccccc3O)C(=O)O2)cc(OC)c1OC` → yeast rad50: -10; cln2 rad14: 9; mlh1 rad18: 1; yeast bub3: 11; yeast mec2-1: -27; yeast sgs1 mgt1: 4

Two entries picked at random from those above:
SMILES	yeast rad50	cln2 rad14	mlh1 rad18	yeast bub3	yeast mec2-1	yeast sgs1 mgt1
COc1ccc2c(c1)C(c1cccc3ccccc13)OC2=O (stereo not given)	10	2	20	4	6	18
O=[N+]([O-])c1cccc(-c2csc(N=Nc3c(O)[nH]c4ccccc34)n2)c1	-30	-13	13	14	-9	0

The main list resumes with the 7 entries that preceded the break.
SMILES	yeast rad50	cln2 rad14	mlh1 rad18	yeast bub3	yeast mec2-1	yeast sgs1 mgt1
CCCCC1SC2=NCCCN2C1(O)c1ccc(Cl)cc1 (stereo not given)	1	11	-8	8	-18	3
O=C(C[n+]1ccc2ccccc2c1)c1ccc(Br)cc1	-17	-1	29	-12	12	2
Cc1cccc(C(=O)OCC(Br)CBr)c1 (stereo not given)	2	-11	1	22	0	0
O=C(Nc1ccc(Cl)cc1Cl)c1c/c(=N\O)c2ccc(O)cc2o1	-8	12	-8	-11	-7	-11
COc1ncnc2c1cnn2C	8	-35	3	-4	4	13
COc1ccc2oc(-c3cc4cc(OC)ccc4o3)cc2c1	-11	-18	-1	-61	-6	-13
CC(=O)NC(CCCCNC(=O)N(C)N=O)C(=O)NCc1ccccc1 (stereo not given)	-41	-4	-13	-27	-18	-12
COc1cc(-c2c(C)oc(C)c2C(C)=O)ccc1OCc1ccccc1	10	12	14	15	-2	-9
Cc1ccc(C2SCC(=O)N2c2ccc(-n3c(-c4ccccc4)nc4ccccc4c3=O)cc2)cc1 (stereo not given)	75*	83*	80*	73*	68	77*
CCCCCCCCCCCCCCCCOc1ccc(Sc2ccc([N+](=O)[O-])cc2)cc1	44	-4	32	14	4	36
C=CCO[C@H]1CC[C@@]2(C)C(CC[C@]3(C)C2CC=C2[C@@H]4[C@@H](C)C(C)CC[C@]4(C(=O)O)CCC23C)C1(C)C (stereo not given in full)	40	22	27	16	18	14
C#CC(O)c1ccccc1 (stereo not given)	-2	-12	-1	1	-15	13
Cc1cc(S(=O)(=O)Nc2nc(N)nc(N3CCOCC3)n2)c(S)cc1Cl	-16	-6	-15	-17	-23	-37
Cc1ccc(C(=O)CC2(O)C(=O)Nc3ccccc32)cc1 (stereo not given)	25	17	21	14	17	22
O=C(O)C1CCC(c2ccccc2)=N1 (stereo not given)	6	2	6	6	-7	7
Cc1ccc(C(=O)/C=C/C(=O)c2ccc(C)cc2)cc1	5	20	4	15	30	19
CN1N=C(c2ccncc2)OC1c1ccc(C(F)(F)F)cc1 (stereo not given)	14	11	-12	-20	-21	1
Cc1c[n+]([O-])ccc1N=Nc1ccc(N(C)C)cc1	17	8	6	20	10	-1
CC(c1ccccc1)C(O)S(=O)(=O)O (stereo not given)	7	-5	0	17	4	7
CCCCCCCCCCCCCCCCSc1cccc(C)c1	18	-13	17	1	4	22
Nc1ccc(Nc2ccccc2)cc1	-13	-18	20	-6	-26	-25
CCOC(=O)c1cnc(NN)[nH]c1=O	-5	-46	-5	-14	-5	-11
CCCCCCC(C)OC(=O)/C=C/c1ccccc1 (stereo not given)	34	39	27	18	14	12
Cc1noc(NS(=O)(=O)c2ccc(NC(=S)/N=C/C(C(=O)c3ccccc3)=C(\O)c3ccccc3)cc2)c1C	11	-7	14	-5	1	19
O=C(Cc1ccc([N+](=O)[O-])c([N+](=O)[O-])c1CC(=O)C(=O)Nc1cc(Cl)ccc1Cl)C(=O)Nc1cc(Cl)ccc1Cl	-16	12	-4	25	-24	-15
CCCCCCCCCCCCCCCCCC(=O)OCCN1C(=O)c2ccccc2C1=O	-5	72*	43	44	9	18
CC(N)(CO)CO	1	-28	-15	-6	-5	-11
CCOC(=O)C(=C=Cc1cccs1)C(=O)c1ccccc1	87*	91*	84*	90*	91*	91*
Cc1ccc(SCCC#N)cc1	-2	-21	-32	1	-13	-4
N#CC1(C#N)C(CCl)C1(C#N)C#N	3	-15	-9	-4	-7	-1
C=CCCCCCCCCC(=O)N1CCN(C)CC1	46	17	28	-5	-14	9
CCCn1/c(=N\N=O)sc2ccccc21	0	-30	7	-23	3	-6
SMILES	yeast rad50	cln2 rad14	mlh1 rad18	yeast bub3	yeast mec2-1	yeast sgs1 mgt1
C[C@]12CCC[C@H](O)[C@H]1O2	-6	1	-10	0	3	-16
COc1ccc(NC(=O)C(C)C)cc1	24	7	-2	-14	23	30
Cc1ccc(C2(C)NC(=S)N(NC(N)=S)C2=S)cc1 (stereo not given)	32	3	22	5	20	7
CCCCC(C)(C)SCCC(=O)O	11	11	-5	6	-7	15
CC1(C)OCC(C2OC(On3nnc4ccc(Cl)cc43)C3OC(C)(C)OC23)O1 (stereo not given)	-11	-9	13	-32	-13	-14
CC(C)C(O)C(=O)C(O)C(C)C (stereo not given)	-13	16	-11	3	-8	4
NNC(=O)Cc1cccc2cc(Cl)c(Cl)cc12	48	33	65	65	32	63
Cc1ccc(S(=O)(=O)N(C)CCCC#N)cc1	-11	-3	-20	-7	-16	6
CN(C)CCNc1nc(-c2ccc3ccccc3c2)nc2nc[nH]c12	-22	-3	-29	1	-19	-2
NCc1ccccc1F	-10	14	4	-7	-24	12
NC(=O)c1cc(O)c(O)c(O)c1	-10	21	6	20	4	7
O=C(NO)c1ccncc1	22	25	24	1	16	20
COc1ccc(/C(=N/O)c2ccccc2/C(=N/O)c2ccc(OC)cc2)cc1	-4	-22	5	6	-6	-21
CC1NC(C(=O)O)Cc2cc(O)c(O)cc21 (stereo not given)	-21	5	-49	-35	-37	-31
OC(CNc1ncccn1)(c1ccccc1)c1ccccc1	0	13	-17	9	-25	-1
Cn1c2c(c3ccccc31)C(=O)CC2(C)C	-6	-18	2	-31	-5	-2
CCC(CC(C)C)C(=O)OCCBr (stereo not given)	18	-13	14	46	15	21
O=C(Cn1ccc(=O)[nH]c1=O)Nc1ccc(C(=O)O)c(O)c1	0	-46	1	-31	-43	-25
O=C(O)CCNC(=O)C(F)(F)F	5	1	2	-4	7	5
CC(=O)c1ccc(-c2ccccc2-c2ccccc2)cc1	44&-9	-26&-21	33&1	4&0	4&6	16&4
Cc1c2ccccc2c(C)c2c1cc(F)c1ccccc12	96*	95*	94*	95*	97*	96*
COc1ccc(/C=N/NC(=O)COCC(=O)N/N=C/c2ccc(OC)cc2)cc1	-35	2	-26	-33	-48	-15
C=C(C)COc1ccc(/C=C/C(=O)OCCCC)cc1	-1	-51	-6	7	-8	-3
CNCc1ccc(Cl)cc1	6	-25	2	-8	-11	-11
O=C(O)CSc1n[nH]c(=S)s1	6	7	-6	-21	-16	0

Arranged by number of heavy atoms (low to high): part of the list above
SMILES	yeast rad50	cln2 rad14	mlh1 rad18	yeast bub3	yeast mec2-1	yeast sgs1 mgt1
O=C(O)CCNC(=O)C(F)(F)F	5	1	2	-4	7	5
CCCCC(C)(C)SCCC(=O)O	11	11	-5	6	-7	15
COc1ccc(/C=N/NC(=O)COCC(=O)N/N=C/c2ccc(OC)cc2)cc1	-35	2	-26	-33	-48	-15

Further structures:
SMILES	yeast rad50	cln2 rad14	mlh1 rad18	yeast bub3	yeast mec2-1	yeast sgs1 mgt1
CCc1cccc(C)c1NC(=O)CCC(=O)OC	16	15	-9	-17	4	9
N=C1N=C(N)c2cc3c(cc21)SCCSCCCSCCS3	6	9	30	4	2	3
CCCC(C)C(=O)OC1CCCCC1C (stereo not given)	-1	-46	1	8	4	-8
CCCC1CC(=O)NC1C(=O)O (stereo not given)	-9	-22	-24	-5	-8	-7
O=c1[nH]c2c([N+](=O)[O-])cccc2c2ccccc12	96*	93*	96*	95*	96*	97*
Nc1nc(-c2ccccc2)c(-c2ccccc2)nc1C(=O)NCc1ccccc1	1	-14	8	-2	-9	-8
Nc1nc(=O)n(CCCCCCc2ccccc2)cc1-c1ccc(Cl)c(Cl)c1	-5	84*	0	4	-9	8
COc1ccc(NC(=O)CC/C(CC(=O)c2ccco2)=N/Nc2ccc([N+](=O)[O-])cc2[N+](=O)[O-])cc1	21	3	3	22	-7	0
CCSc1ccc(C)cc1	29	26	13	-8	-3	-21
C1=C(c2ccccc2)CCc2ccccc21	13	51	2	3	-12	-2
COc1cc(/C=C2\NC(=O)N(/C=C3\C(=O)Oc4ccccc4C3=O)C2=O)ccc1O	88*	90*	90*	91*	78*	94*
CCOC(=O)Nc1cccc(C)c1C	20	-49	-9	14	1	-11
NC(Cc1cccc([N+](=O)[O-])c1)C(=O)O (stereo not given)	-58	-48	-4	13	-30	-35
O=C(c1ccccc1)C(C(c1ccccc1)N1CCOCC1)N1CCOCC1 (stereo not given)	-19	-9	1	-6	2	-5
CCCSc1ncnc2c1ncn2COC(=O)NC	15	5	-3	11	-11	5
CN(C)B(N(C)C)N(C)C	-21	-10	-18	-6	4	-4
CC1(C)OC(=O)ON(Cc2ccccc2)C1=O	-4	2	-13	3	-3	2
Cc1c2oc3c(C)ccc(C(=O)OCCN4CCCC4)c3nc-2c(C(=O)OCCN2CCCC2)c(N)c1=O	44	50	46	45	51	50
NC(Cc1ccccc1)C(=O)NCC(=O)NC(Cc1ccccc1)C(=O)NCC(=O)O (stereo not given)	-4	-36	4	-5	-4	-8
O=C(NCCCl)Nc1[nH]c(=O)ncc1I	-7	-10	-8	-9	-7	1
COc1cc2c(c(OC3OC(CO)C(O)C(O)C3O)c1)C(=O)CC(c1ccc(O)cc1)O2 (stereo not given)	3	1	-63	-9	-5	-19
c1ccc(CNCc2ccccc2)cc1	-3	-35	1	19	4	-38
C/C=C(/C1CC2c3[nH]c4ccccc4c3CCN2C(=O)C1C(=O)OCC)[Si](C)(C)C (stereo not given)	5	10	3	14	13	7
N#CC(c1ccccc1)[N+](=O)[O-] (stereo not given)	11	9	23	-3	-5	-2
